HP1b chromo inh: inhibitors of HP1-beta chromodomain binding to methylated histone tails. Potency, µM (doses to about 114 µM), for inactives: at the highest dose activity change, negative = inhibition, most hits filed as inhibitors. P83916. AID 540317. 0.56% of 390,000 active. AlphaScreen HP1-beta / biotin-H3K9me3 peptide binding; further: nearly all actives have a fitted effect of over 70% in size; inactives centre near 23
Target sequence (P83916 whole entry, looked up): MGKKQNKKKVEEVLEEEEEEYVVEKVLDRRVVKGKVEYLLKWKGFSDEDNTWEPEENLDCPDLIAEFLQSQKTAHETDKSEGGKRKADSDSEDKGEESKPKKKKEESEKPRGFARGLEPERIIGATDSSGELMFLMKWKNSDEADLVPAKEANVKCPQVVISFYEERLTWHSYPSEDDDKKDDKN
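Compound inhibition of the preformed complex between 50 nM HP1-beta and 50 nM biotinylated H3K9me3 peptide was read by AlphaScreen. Buffer was PBS pH 7.4 with 0.01% Tween-20. Incubations ran 30 min at room temperature, with 10 ug/mL donor/acceptor beads.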
JMJD2A Tudor: inhibitors of human JMJD2A Tudor domain; 4.4% of 390,000 active; AID 504339; Potency, µM (titrated, usually from 114 µM), without a hit: at the top dose activity change, negative = inhibition, usual class: inhibitors; O75164; AlphaScreen JMJD2A-Tudor / H3K4me3 peptide binding; further: on the % scale 0 is the no-effect control and ±100 the full control effect; nearly all actives have a fitted effect of over 50% in size
PGK inhibitor: blocks T. brucei phosphoglycerate kinase | PGK/GAPDH coupled, Kinase-Glo luminescence, 60 min | Potency, µM (top dose mostly 57.5 µM), without a hit: top-dose activity change, negative = inhibition, hits mostly inhibitors | 0.043% of 380,000 active; further: on the % scale 0 is the no-effect control and ±100 the full control effect; nearly all actives have a fitted effect of over 60% in size
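Recombinant glycosomal PGK reaction used 1,3-bisphosphoglycerate generated in-well by GAPDH (100nM final) in 100mM TEA pH 7.6, 5mM MgCl2, 0.01% Tween-20. After 60 minutes at room temperature, ATP was read by Kinase-Glo Plus luminescence end-point.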
GLS inhibitor: glutaminase GLS (human) inhibition; 0.21% of 410,000 active; Potency, µM (top dose mostly 45.5 µM), inactives show at the highest dose activity change, negative = inhibition, most hits filed as inhibitors; GLS enzymatic activity, qHTS titration; further: on the % scale 0 is the no-effect control and ±100 the full control effect
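Coupled fluorescence readout: glutamate oxidase/HRP/Amplex Red detect glutamate formed by hKGA from L-glutamine (1 mM solution added). Buffer 45 mM KH2PO4 pH 8.2, 0.02% Tween-20; reads at t0 and 30 min RT.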
TrxR1 inh: inhibitors of rat thioredoxin reductase 1; O89049; recombinant rTrxR1, NADPH fluorescence consumption, selenite substrate; Potency, µM (titrated, usually from 114 µM), inactives show at the top dose activity change, negative = inhibition, most hits filed as inhibitors; 1% of 390,000 active; AID 588453; further: on the % scale 0 is the no-effect control and ±100 the full control effect; nearly all actives have a fitted effect of over 65% in size
Target sequence (O89049 whole entry, looked up): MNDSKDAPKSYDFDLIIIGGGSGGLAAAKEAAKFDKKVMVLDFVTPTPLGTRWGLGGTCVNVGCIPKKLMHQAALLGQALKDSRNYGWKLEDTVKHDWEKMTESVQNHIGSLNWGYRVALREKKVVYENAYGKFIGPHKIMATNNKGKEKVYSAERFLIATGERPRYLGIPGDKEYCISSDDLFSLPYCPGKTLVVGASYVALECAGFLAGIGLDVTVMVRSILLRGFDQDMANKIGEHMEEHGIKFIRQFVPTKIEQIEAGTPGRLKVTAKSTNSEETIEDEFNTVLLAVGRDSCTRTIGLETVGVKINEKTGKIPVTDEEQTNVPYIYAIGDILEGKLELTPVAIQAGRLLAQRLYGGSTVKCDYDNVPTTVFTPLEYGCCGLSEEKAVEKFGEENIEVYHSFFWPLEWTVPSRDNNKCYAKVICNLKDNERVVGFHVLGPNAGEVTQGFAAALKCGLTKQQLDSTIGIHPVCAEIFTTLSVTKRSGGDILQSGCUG
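Rat TrxR1 (90 nM in the dispensed reagent) was pre-reduced with 400 uM NADPH for 5 min at room temperature, then incubated with compound for 15 min. After 400 uM selenite was added, NADPH fluorescence (Ex 340/Em 450 nm) was followed for 8 min.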
12-LOX inh: inhibitors of human 12S-lipoxygenase ALOX12 | 1.1% of 580,000 active | purified 12hLO, xylenol orange hydroperoxide absorbance | P18054 | Potency, µM (titrated, usually from 108 µM), for the others: at the highest dose activity change, negative = inhibition, most hits filed as inhibitors; further: on the % scale 0 is the no-effect control and ±100 the full control effect
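Hydroperoxide product was detected by ferrous iron/xylenol orange as the 573 to 405 nm absorbance ratio. Arachidonic acid at 40 uM (final) was turned over for 30 min at room temperature by 150 nM human 12hLO, pH 7.0 Hepes buffer, after 15 min compound preincubation.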
RGS4 inhibitor: human RGS4 inhibition; P49798; Transcreener GDP fluorescence polarization, RGS4-accelerated GTP hydrolysis; Potency, µM (highest dose often 114 µM), for the others: at the highest dose activity change, negative = inhibition, most hits filed as inhibitors; 0.039% of 390,000 active; AID 504845; further: on the % scale 0 is the no-effect control and ±100 the full control effect; nearly all actives have a fitted effect of over 75% in size; some results filed as inactive show a strong effect at the top dose
Target sequence (P49798 whole entry, looked up): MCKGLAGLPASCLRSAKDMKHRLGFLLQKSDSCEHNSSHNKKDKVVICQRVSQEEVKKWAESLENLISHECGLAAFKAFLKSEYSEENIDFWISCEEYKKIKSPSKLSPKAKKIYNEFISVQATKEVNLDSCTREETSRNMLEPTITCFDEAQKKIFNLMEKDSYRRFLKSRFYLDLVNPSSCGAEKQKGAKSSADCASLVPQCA
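MLSMR compounds (23 nl, pin-transferred) preincubated 10 min at room temperature with a 500nM (2x) first reagent, then RGS4 at 900nM (2x) plus Transcreener GDP mix added; fluorescence polarization (620/688 nm) read before and after 90 min at 30 °C.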
Pin1 inhibitor: inhibitors of human Pin1; Potency, µM (doses to about 115 µM), for inactives: at the highest dose activity, negative = inhibition, actives largely listed as inhibitors; Pin1 FP peptide displacement, HiFluor488, 10 min; 0.009% of 390,000 active; AID 504891; Q13526; active means well fitted inhibition curve with a large enough effect in the polarisation, with a control signal flat, not every such curve was filed as active; inconclusive means small, poorly fitted or top-dose-only effect, or effect the other way, or a change in a side signal; inactive means no such curve, though single readings can be large or run the other way; the % refers to the polarisation; further: on the % scale 0 is the no-effect control and ±100 the full control effect
ERG-DNA inh: ERG Ets/DNA interaction inhibition | P11308 | fluorescence polarization, His-ERG Ets domain / labelled DNA | Potency, µM (series often up to 76.9 µM), inactives show top-dose FP activity, negative = inhibition, actives largely listed as inhibitors | 0.028% of 370,000 active | AID 624246; active means well fitted inhibition curve with a large enough effect in the polarisation, with a control signal flat; inconclusive means small, poorly fitted or top-dose-only effect, or effect the other way, or a change in a side signal; inactive means no such curve, though single readings can be large or run the other way; the % refers to the polarisation;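 further: polarization taken with two DNA probes labelled with fluorescein and Texas red; % of control where 0% means no effect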
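His-tagged ERG Ets domain (1 uM in the protein solution; 300mM KCl, 50mM Tris-HCl, 1mM EDTA, 1mM DTT, pH 7.5) received compound, then a probe mix of 5 nM fluorescein-DNA and 100nM Texas-615-DNA. Fluorescence polarization was read for both dyes.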
Active calls of the source: *; [ ] = another dose, or the depositor's remark. Unless noted, the call rests on the fitted dose curve; in most records, active means well fitted curve in the direction sought with a large enough effect; inconclusive means small, poorly fitted or top-dose-only effect, or another doubt; inactive means no such curve, though single readings can be large; an effect the other way counts as inactive or inconclusive. Potency means the concentration at half of the fitted maximal effect. An excerpt, so the mix of outcomes need not match the whole.

Preview (three entries):
What do the screens show for `CCCCn1c(N)c(N(CC)C(=O)CSc2nnnn2-c2cc(C)ccc2C)c(=O)[nH]c1=O`?
HP1b chromo inh: 53%[activator]; JMJD2A Tudor: -7%; PGK inhibitor: inactive; GLS inhibitor: -1%; TrxR1 inh: 21%; 12-LOX inh: 4%; RGS4 inhibitor: 5%; Pin1 inhibitor: -4%; ERG-DNA inh: -3%

How did Cc1ccc(NC(=S)NCCSc2ccc(Cl)cc2)cc1 do in these assays?
HP1b chromo inh: 18%; JMJD2A Tudor: -15%; PGK inhibitor: 5%; GLS inhibitor: 5%; TrxR1 inh: 2%[57.1 µM]; 12-LOX inh: 40µM*; RGS4 inhibitor: -28%; Pin1 inhibitor: -9%; ERG-DNA inh: -2%

What do the screens show for `COc1ccc(C2CC(c3ccc(C)cc3)=NN2C(=O)c2ccccc2)cc1` (configuration not stated)?
HP1b chromo inh: 59%[activator]; JMJD2A Tudor: -22%; GLS inhibitor: 3%; TrxR1 inh: 38%; 12-LOX inh: 10%; RGS4 inhibitor: -18%; Pin1 inhibitor: 0%; ERG-DNA inh: -7%

The listing, previewed entries included:
What do the screens show for `CCCCn1c(N)c(N(CC)C(=O)CSc2nnnn2-c2cc(C)ccc2C)c(=O)[nH]c1=O`?
HP1b chromo inh: 53%[activator]; JMJD2A Tudor: -7%; PGK inhibitor: inactive; GLS inhibitor: -1%; TrxR1 inh: 21%; 12-LOX inh: 4%; RGS4 inhibitor: 5%; Pin1 inhibitor: -4%; ERG-DNA inh: -3%

How did Cc1ccc(NC(=S)NCCSc2ccc(Cl)cc2)cc1 do in these assays?
HP1b chromo inh: 18%; JMJD2A Tudor: -15%; PGK inhibitor: 5%; GLS inhibitor: 5%; TrxR1 inh: 2%[57.1 µM]; 12-LOX inh: 40µM*; RGS4 inhibitor: -28%; Pin1 inhibitor: -9%; ERG-DNA inh: -2%

What do the screens show for `COc1ccc(C2CC(c3ccc(C)cc3)=NN2C(=O)c2ccccc2)cc1` (configuration not stated)?
HP1b chromo inh: 59%[activator]; JMJD2A Tudor: -22%; GLS inhibitor: 3%; TrxR1 inh: 38%; 12-LOX inh: 10%; RGS4 inhibitor: -18%; Pin1 inhibitor: 0%; ERG-DNA inh: -7%

How did COc1cccc(C(=O)Nc2ccc(S(=O)(=O)NCc3ccco3)cc2)c1 do in these assays?
HP1b chromo inh: 10%; JMJD2A Tudor: -29%; PGK inhibitor: 1%; GLS inhibitor: -2%; TrxR1 inh: 2%; 12-LOX inh: -22%; RGS4 inhibitor: -32%; Pin1 inhibitor: -3%; ERG-DNA inh: -3%

What do the screens show for `CSc1ccc(C2Nc3ccccc3-c3cc(C)nn32)cc1` (configuration not stated)?
HP1b chromo inh: 147%[activator]; JMJD2A Tudor: 27%; PGK inhibitor: -7%; GLS inhibitor: -3%; TrxR1 inh: 14%; 12-LOX inh: -12%; RGS4 inhibitor: -39%; Pin1 inhibitor: 14%; ERG-DNA inh: 6%

How did CC(C)[C@H](NC(=O)c1ccccc1Cl)C(=O)OCC(=O)Nc1ccc(S(=O)(=O)N2CCOCC2)cc1 do in these assays?
HP1b chromo inh: -3%; JMJD2A Tudor: -9%; PGK inhibitor: -3%; GLS inhibitor: 7%; TrxR1 inh: -1%; 12-LOX inh: -5%; RGS4 inhibitor: 4%; Pin1 inhibitor: -7%; ERG-DNA inh: -7%

What do the screens show for `Cc1nc2cc3nc(C)sc3cc2s1`?
HP1b chromo inh: inconclusive; JMJD2A Tudor: -30%; PGK inhibitor: -4%; GLS inhibitor: 4%; TrxR1 inh: 14%[57.1 µM]; 12-LOX inh: inconclusive; RGS4 inhibitor: inconclusive; Pin1 inhibitor: 0%; ERG-DNA inh: -18%

Results for COc1cccc(CNC(=O)CSc2ncc3c(n2)-c2cc(Cl)ccc2N(C)S3(=O)=O)c1 ?
HP1b chromo inh: 21%; JMJD2A Tudor: -7%; PGK inhibitor: inactive; GLS inhibitor: 11%; TrxR1 inh: 8%[57.1 µM]; 12-LOX inh: inconclusive; RGS4 inhibitor: 4%; Pin1 inhibitor: -1%; ERG-DNA inh: 2%

What do the screens show for `O=[N+]([O-])c1ccc(Cl)cc1Sc1ccccn1`?
HP1b chromo inh: 16%; JMJD2A Tudor: -10%[57.1 µM]; PGK inhibitor: 3%; GLS inhibitor: 12%; TrxR1 inh: -9%; 12-LOX inh: 9%; RGS4 inhibitor: 21%; Pin1 inhibitor: 0%; ERG-DNA inh: 6%

What do the screens show for `CC(C)(C)NC(=O)C(c1ccco1)N(Cc1ccc(F)cc1)C(=O)c1snc(C(N)=O)c1N` (configuration not stated)?
HP1b chromo inh: 6%; JMJD2A Tudor: -16%; PGK inhibitor: -4%; GLS inhibitor: -9%; TrxR1 inh: 1%; 12-LOX inh: -2%; RGS4 inhibitor: 13%; Pin1 inhibitor: 1%; ERG-DNA inh: 0%

How did Cc1cccc(NC(=O)NCc2ccccn2)c1 do in these assays?
HP1b chromo inh: 45%[activator]; JMJD2A Tudor: -4%; PGK inhibitor: -7%; GLS inhibitor: -15%; TrxR1 inh: -16%; 12-LOX inh: -19%; RGS4 inhibitor: -12%; Pin1 inhibitor: -1%; ERG-DNA inh: 5%

How did CCOc1ccc(NC(=O)c2cnn(-c3ccc(C)c(Cl)c3)c2C2CCNCC2)cc1 do in these assays?
HP1b chromo inh: 20%; JMJD2A Tudor: -29%; PGK inhibitor: 1%; GLS inhibitor: 3%; TrxR1 inh: 2%; 12-LOX inh: 7%; RGS4 inhibitor: -12%; Pin1 inhibitor: 0%; ERG-DNA inh: 2%

Results for Cc1nc(SCc2nc3c([N+](=O)[O-])cccc3[nH]2)c2oc3ccccc3c2n1 ?
HP1b chromo inh: 46%[activator]; JMJD2A Tudor: -15%; PGK inhibitor: 6%; GLS inhibitor: 10%; TrxR1 inh: -10%[57.1 µM]; RGS4 inhibitor: -9%; Pin1 inhibitor: 0%

Results for N/C(COc1cccc(Cl)c1)=N\O ?
HP1b chromo inh: 16%; JMJD2A Tudor: -12%; PGK inhibitor: 9%; GLS inhibitor: 2%; TrxR1 inh: -11%[57.1 µM]; 12-LOX inh: inconclusive; RGS4 inhibitor: 6%; Pin1 inhibitor: -8%; ERG-DNA inh: 39%[activator]

How did CCc1ccc(NC(=O)C2CCN(S(=O)(=O)c3c(C)noc3/C=C\c3ccc(OC)cc3)CC2)cc1 do in these assays?
HP1b chromo inh: 28%; JMJD2A Tudor: -4%; PGK inhibitor: -6%; GLS inhibitor: -1%; TrxR1 inh: 13%; 12-LOX inh: -27%; RGS4 inhibitor: 13%; Pin1 inhibitor: 9%; ERG-DNA inh: -3%

How did Cc1ccc(S(=O)(=O)N2CCC(=O)N(CCOC(=O)NCc3ccccc3)CC2)cc1 do in these assays?
HP1b chromo inh: 59%[activator]; JMJD2A Tudor: 5%; PGK inhibitor: 9%; GLS inhibitor: 1%; TrxR1 inh: 6%[57.1 µM]; 12-LOX inh: -13%; RGS4 inhibitor: -1%; Pin1 inhibitor: 1%; ERG-DNA inh: 2%

Results for COc1ccc(CCNC(=O)Cn2c(=O)n(-c3cc(OC)c(OC)c(OC)c3)c(=O)c3ccccc32)cc1OC ?
HP1b chromo inh: 6%; JMJD2A Tudor: -14%; PGK inhibitor: inactive; GLS inhibitor: 11%; TrxR1 inh: 22%; 12-LOX inh: -23%; RGS4 inhibitor: 14%; Pin1 inhibitor: 0%; ERG-DNA inh: 0%

Results for CC(C)C[C@@]12C(=O)N(c3cccc(Br)c3)C(=O)N1[C@H](c1ccc(F)cc1)[C@@H]1C(=O)N(C3CCCCC3)C(=O)[C@@H]12 ?
HP1b chromo inh: 22%; JMJD2A Tudor: -13%; PGK inhibitor: -2%; GLS inhibitor: 4%; TrxR1 inh: 11%; 12-LOX inh: -6%; RGS4 inhibitor: -6%; Pin1 inhibitor: 15%; ERG-DNA inh: 9%

Results for Cc1ccccc1N1C(=O)C(Oc2ccc(Cl)cc2)C1CNCCCOC(C)C (configuration not stated) ?
HP1b chromo inh: 59%[activator]; JMJD2A Tudor: 8%; PGK inhibitor: -9%; GLS inhibitor: -10%; TrxR1 inh: 10%[57.1 µM]; 12-LOX inh: inconclusive; RGS4 inhibitor: 5%; Pin1 inhibitor: -3%; ERG-DNA inh: -13%

What do the screens show for `Cc1cccc(C)c1NC(=O)COC(=O)c1ccccc1[N+](=O)[O-]`?
HP1b chromo inh: 27%; JMJD2A Tudor: -13%; PGK inhibitor: 0%; GLS inhibitor: -2%; TrxR1 inh: -15%; 12-LOX inh: 4%; RGS4 inhibitor: 9%; Pin1 inhibitor: 2%; ERG-DNA inh: 1%

Results for CC(=O)Nc1ccc(S(=O)(=O)NC2(C(F)(F)F)C(=O)Nc3c2c(=O)[nH]c(=O)n3Cc2ccccc2)cc1 (configuration not stated) ?
HP1b chromo inh: 25%; JMJD2A Tudor: -18%; PGK inhibitor: -4%; GLS inhibitor: -2%; TrxR1 inh: -19%; 12-LOX inh: -2%; RGS4 inhibitor: -5%; Pin1 inhibitor: 1%; ERG-DNA inh: -1%
